SRC2 inh – inhibits human steroid receptor coactivator 2; HEK293 GAL4-SRC2 luciferase reporter, luminescence; AID 651957; 370,000 compounds, 0.17% hits; Q15596; inhibition, % at 9 µM;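 active means inhibition above the mean inhibition of all tested compounds plus 3 SD, set per campaign, cut at about 52% in these data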;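 further: 0% = DMSO treated cells and 100% = cells given Gossypol at 36 µM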
SRC3 inh – inhibitors of human steroid receptor coactivator 3 (SRC3); AID 588352; inhibition, % at 3.6 µM; Q9Y6Q9; 360,000 compounds, 0.17% hits; HEK293 GAL4-SRC3 luciferase reporter, luminescence;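 active means inhibition above a per-campaign cutoff, the mean of all compounds plus 3 SD, cut at about 60% in these data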;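 further: 0% = DMSO-treated cells and 100% = gossypol-treated cells at 36 µM; higher means less SRC3-driven luciferase light from the GAL4 reporter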
Target sequence (Q9Y6Q9 whole entry, looked up, the tested form may be a part): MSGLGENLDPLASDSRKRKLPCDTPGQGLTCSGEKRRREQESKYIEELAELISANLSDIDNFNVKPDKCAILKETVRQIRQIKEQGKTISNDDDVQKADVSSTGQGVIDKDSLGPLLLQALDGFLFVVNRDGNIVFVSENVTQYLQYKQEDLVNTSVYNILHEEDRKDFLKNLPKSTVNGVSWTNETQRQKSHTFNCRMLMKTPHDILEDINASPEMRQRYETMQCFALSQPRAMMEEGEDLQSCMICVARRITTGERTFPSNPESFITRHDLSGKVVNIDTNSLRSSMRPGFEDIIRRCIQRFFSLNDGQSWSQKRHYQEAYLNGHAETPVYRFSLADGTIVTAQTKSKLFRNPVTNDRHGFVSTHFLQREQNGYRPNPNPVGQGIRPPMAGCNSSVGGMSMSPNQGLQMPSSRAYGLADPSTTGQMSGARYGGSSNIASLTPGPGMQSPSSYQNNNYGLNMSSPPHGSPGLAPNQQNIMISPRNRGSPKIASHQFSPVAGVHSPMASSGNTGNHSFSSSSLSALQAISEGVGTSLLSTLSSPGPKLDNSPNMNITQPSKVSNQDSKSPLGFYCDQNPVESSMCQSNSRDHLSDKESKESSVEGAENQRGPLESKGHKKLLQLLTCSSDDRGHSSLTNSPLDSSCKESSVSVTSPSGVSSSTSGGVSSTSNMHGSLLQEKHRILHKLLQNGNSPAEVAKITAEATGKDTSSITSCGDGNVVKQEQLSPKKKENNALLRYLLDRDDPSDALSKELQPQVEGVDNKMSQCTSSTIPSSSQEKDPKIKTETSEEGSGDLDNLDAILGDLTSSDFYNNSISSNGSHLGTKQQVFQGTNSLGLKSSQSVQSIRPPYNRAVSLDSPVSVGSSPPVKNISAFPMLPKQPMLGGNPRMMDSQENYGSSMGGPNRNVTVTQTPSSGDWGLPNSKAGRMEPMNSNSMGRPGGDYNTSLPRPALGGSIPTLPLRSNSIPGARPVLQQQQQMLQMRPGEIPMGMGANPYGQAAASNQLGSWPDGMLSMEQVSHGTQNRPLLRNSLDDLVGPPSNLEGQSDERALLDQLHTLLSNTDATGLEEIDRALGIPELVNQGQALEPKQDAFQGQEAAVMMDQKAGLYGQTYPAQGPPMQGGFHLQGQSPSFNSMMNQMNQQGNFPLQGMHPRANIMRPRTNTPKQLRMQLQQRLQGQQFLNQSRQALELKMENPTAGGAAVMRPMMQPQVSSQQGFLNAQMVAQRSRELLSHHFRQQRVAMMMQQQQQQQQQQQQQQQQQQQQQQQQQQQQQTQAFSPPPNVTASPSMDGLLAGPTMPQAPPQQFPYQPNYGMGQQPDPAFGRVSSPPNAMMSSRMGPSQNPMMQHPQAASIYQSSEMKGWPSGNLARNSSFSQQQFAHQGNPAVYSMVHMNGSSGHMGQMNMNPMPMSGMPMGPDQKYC
KKLEB tox – counter-screen for CF NF-kB inhibitors: cytotoxicity. KKLEB CF airway cells viability, ATPlite luminescence, overnight; hits give low values; cells stimulated with P. aeruginosa culture filtrate. activity change (cytotoxicity), % at 5 µM. 360,000 compounds, 0.36% hits. AID 602141;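 active means corrected activity change at or below -50% at 5 µM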
TROY NFkB inh – inhibitors of TROY-dependent NF-kB signaling. AID 1347056. 360,000 compounds, 0.98% hits. Q293 LMP1-TROYcd NF-kB luciferase reporter, 4 h. inhibition, % at 10 µM;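 active means compounds whose plate-normalised and pattern-corrected inhibition of the luciferase reporter signal at the single screening dose is 50% or more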
LRH-1 inv ag – NR5A2 inverse agonism in reporter assay | HEK293T StAR-luciferase reporter, LRH-1 transfected, 24 h | inhibition, % at 3.6 µM | 360,000 compounds, 0.13% hits | AID 602396;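 active means inhibition above the mean inhibition of all tested compounds plus 3 SD, cut at about 73% in these data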;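 further: 0% = DMSO wells and 100% = reporter-only cells lacking LRH-1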
CF NFkB block – inhibitors of cystic fibrosis induced NF-kB | KKLEB NF-kB-GFP reporter, PAF-induced, GFP fluorescence overnight | inhibition, % at 5 µM | 360,000 compounds, 0.86% hits;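 active means at least 50% inhibition at 5 µM, scaled per plate between neutral and stimulator controls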;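 further: PAF is a Pseudomonas aeruginosa culture filtrate used as stimulus; plate controls were PAF-stimulated DMSO wells for no effect and unstimulated DMSO wells for full effect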
COUP-TFII inh – blocks human COUP-TFII nuclear receptor; P24468; HEK293T NGFI-A luciferase reporter, luminescence; inhibition, % at 8.6 µM; 370,000 compounds, 0.7% hits; AID 686940;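 active means inhibition above a per-plate cutoff, mean inhibition of test wells between control levels plus 3 SD, cut at about 38% in these data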;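 further: cells cotransfected with COUP-TFII expression vector driving the NGFI-A reporter; 0% = median of COUP-TF2 test wells and 100% = reporter-only cells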
TRAIL sens C8 – sensitizes caspase-8 expressing cells to TRAIL; inhibition (viability loss, TRAIL sensitization), % at 10 µM; 360,000 compounds, 1% hits; NB7+C8 cells + TRAIL, ATPlite viability luminescence;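 active means compounds causing at least 50% loss of cell viability in the single-dose screen, relative to plate controls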
EBV LMP1 NFkB – Epstein-Barr LMP1 NF-kappaB reporter inhibition; LMP1-induced NF-kappaB luciferase reporter cells, luminescence; inhibition, % at 12.5 µM; 350,000 compounds, 0.69% hits; AID 504558; in the data active means inhibition above about 41%;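 further: 0% = neutral control wells and 100% = reference inhibitor control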
TWEAK-Fn14 inh – inhibitors of TWEAK-Fn14 interaction signaling | TWEAK-stimulated Fn14 reporter cells, luciferase luminescence, 8 h | inhibition, % at 10 µM | 360,000 compounds, 2% hits; in the data active means inhibition above about 50%
SRC1 inh – human NCOA1 inhibition | Q15788 | HEK293 GAL4-SRC1 luciferase reporter, luminescence | inhibition, % at 3.6 µM | 360,000 compounds, 0.12% hits | AID 588354;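 active means inhibition above the campaign mean plus 3 SD, with each screening campaign given its own cutoff, cut at about 60% in these data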;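 further: 0% = DMSO treated cells and 100% = gossypol at 36 µM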
The depositor's hits bear a star.

SMILES	SRC2 inh	SRC3 inh	KKLEB tox	TROY NFkB inh	LRH-1 inv ag	CF NFkB block	COUP-TFII inh	TRAIL sens C8	EBV LMP1 NFkB	TWEAK-Fn14 inh	SRC1 inh
COc1cc(C(=O)Nc2cccc(-c3nnc(-c4ccco4)o3)c2)ccc1OC(C)=O	-5	13	6	44	-13	-30	-12	15	2	12	-10
COc1ccc(CNC(=O)C2CCN(C(=O)c3ccc(F)cc3)CC2)cc1OC	4	-7	15	7	11	-15	3	-13	2	6	2
Cc1cc(C(=O)NCCCN2CCCC2=O)cs1	-4	-6	8	-13	-5	-5	-12	-6	-7	11	-38
Cn1c(COc2ccccc2)nc2ccccc21	-39	-70	7	-30	-80	-10	-46	-8	-12	-18	-79
COCC(=O)N1CCC(c2nc3ccccc3[nH]2)CC1	0	7	6	13	-4	-7	-13	-1	-3	-11	10
O=C(Cn1cc2c(n1)CCCC2)NCCCN1CCN(C2CCCCC2)CC1	-7	6	16	-3	9	1	-7	-7	0	-5	-44
NC(=O)c1ccc(NC(=O)COC(=O)c2c3c(nc4ccccc24)/C(=C\c2ccc4c(c2)OCO4)CCC3)cc1	10	-4	2	17	10	8	16	15	-7	22	11
COC(=O)CC1C(=O)NCCN1C(=O)c1ccc([N+](=O)[O-])cc1 (stereo unspecified)	-42	-9	-7	0	7	6	-7	6	11	-11	7
COc1ccc2[nH]c3c(c2c1)CCN1C(=O)C(CC(=O)NCc2ccc(OC)c(OC)c2)C[C@H](C(=O)N(C(C)C)C(C)C)[C@@]31C (stereo partly specified)	-6	-1	11	4	9	9	2	13	3	19	3
C=C(C)CN1CCN(c2c(CCC#N)c(C)c(C#N)c3nc4ccccc4n23)CC1	17	6	-5	-11	9	7	6	-12	-9	-36	-5
CC(=O)Nc1ccc(NC(=O)CSc2nnc(-c3ccc4c(c3)OCO4)o2)cc1	-6	-34	-7	5	1	3	-17	7	-5	-23	-14
Cc1cc(C(=O)CN2C(=O)CN(C)C2=O)c(C)n1-c1cccc(S(=O)(=O)N2CCOCC2)c1	9	-8	4	19	4	-8	-7	8	-4	8	5
CCOc1ccc(Nc2cc(C)nc3c(C)cccc23)cc1	-42	3	-8	-26	9	-6	8	3	-1	-3	-14
CCOC(=O)C1C2C=CC3(CN(CCc4ccccc4)C(=O)C13)O2 (stereo unspecified)	-14	20	4	0	0	-4	6	1	-6	-11	6
O=C1CSC(c2ccc([N+](=O)[O-])cc2)N1CCN1CCCCC1 (stereo unspecified)	-35	14	-11	11	8	10	24	1	4	-4	2
Cc1cc(Br)c2[nH]c3c(c2c1)CCCC3=O	-3	4	-4	-35	0	14	-25	-4	6	-4	-35
Cc1cc(C)c(S(=O)(=O)N2CCOCC2)cc1NS(=O)(=O)c1cc(OCC(N)=O)c(C)cc1Cl	1	18	10	0	19	-2	8	0	-3	-8	16
Cc1cccc(OCc2nnc(SCC(=O)N3c4ccccc4CC3C)n2C)c1C (stereo unspecified)	-3	-18	2	21	24	9	16	7	4	29	-27
CCCC[n+]1ccn(C2=C([O-])c3ccccc3C(=O)/C2=N\S(=O)(=O)c2ccc(Cl)cc2)c1	-13	17	-3	0	30	-6	18	33	-10	-4	-13
O=C(CSc1ncn[nH]1)c1ccc(OC(F)F)cc1	-20	5	6	-5	-13	-8	1	-4	3	6	-5
CC1CCN(Cc2nc(-c3ccccc3)no2)CC1	-39	-103	6	-74	-56	-3	-66	8	-26	-3	-118
COC(=O)CNC(=O)CN1C(=O)N(c2ccc(Cl)cc2)C(N(O)C(=O)Nc2ccc(Cl)cc2)C1(C)C (stereo unspecified)	-29	23	5	-20	1	0	12	-5	1	0	-4
CCc1ccccc1NC(=O)N[C@H](C(=O)O)C(C)C	-32	25	-4	9	13	15	-4	-2	6	11	-1
O=C(Nc1cccc(O)c1)c1ccc([N+](=O)[O-])cc1Cl	-32	-38	8	-51	-40	1	-13	16	0	-11	-32
O=C(Nc1nncs1)c1ccc(N2C(=O)C3C4C=CC(C4)C3C2=O)cc1 (stereo unspecified)	9	-6	-8	0	-13	7	3	2	-2	-2	-19
COc1cccc(C(=O)N/N=C(\CC(C)C)c2ccccc2)c1	-38	-13	10	-40	-73	12	-13	15	-7	-4	-44
CCCCn1c(N)c(N(CC)C(=O)c2cc(S(=O)(=O)N3CCN(CC)CC3)ccc2Cl)c(=O)[nH]c1=O	-1	-10	10	-4	-25	-10	13	-9	0	7	-7
CC1CN(C(=O)CSc2nnc(-c3ccc(Cl)cc3)n2C)CC(C)O1 (stereo unspecified)	-22	-18	0	-42	7	-5	5	-4	7	2	1
Cc1ccccc1N(CC(=O)NCc1ccco1)C(=O)CNS(=O)(=O)c1ccc(F)cc1	10	-1	4	7	-1	9	17	-15	0	28	-11
Cc1ccc([N+](=O)[O-])cc1Nc1nc(N2CCOCC2)nc(N2CCOCC2)n1	-6	10	-2	-14	14	-9	-13	-7	-11	-4	3
Cc1ccc2nc(-c3ccc(O)cc3)c(Nc3ccc4c(c3)OCCO4)n2c1	-27	-9	-5	-16	8	0	-15	-6	0	-34	2
Cc1nn(Cc2ccccc2)c(C)c1NC(=O)CSc1nc(-c2ccccc2)nc2c1cnn2-c1ccccc1	-6	-9	-6	-9	8	12	-4	6	7	-5	1
C=CCOc1ccc(/C=C/C(=O)OCC(=O)NC2CCCCCCC2)cc1	8	-8	-1	3	13	-2	6	-5	-10	10	9
CCOCCCNC(=O)CN1C(=O)/C(=C/c2ccccc2)Sc2ccccc21	3	10	8	14	9	-8	5	0	6	16	-4
CCOC(=O)c1cccc(NC(=O)C2CCC(CNc3c(N4CCOCC4)c(=O)c3=O)CC2)c1 (stereo unspecified)	15	-12	-8	-8	-4	-32	-9	2	0	-35	-9
CC(C)NC(=O)c1ccccc1-c1nc(-c2ccccc2Cl)no1	-8	-10	-4	-4	-15	5	1	-5	3	0	5
COc1ccc(C(C#N)=C2C=CC(=NO)C(C)=C2Cl)cc1	8	-8	-3	-4	2	5	24	1	-2	25	-12
COc1cccc(-n2c(SC)nnc2-c2cnccn2)c1	-7	6	4	6	4	-6	18	-12	-4	6	-13
COc1ccc(CN2CCN(C(=O)c3cccc4ccccc34)CC2)cc1Br	-6	-3	-12	22	13	18	20	5	0	-20	9
O=C(C1CN(C(=O)c2cc3cc(Cl)ccc3o2)c2ccccc2O1)N1CCCCC1 (stereo unspecified)	-15	0	-4	4	-36	1	8	22	4	16	-14
C=CCSc1n[nH]c(-c2ccccc2)n1	-45	-18	24	-13	-62	-19	-24	-6	-18	-25	-78
C[C@@H]1CN([C@@H](C)CO)C(=O)CCCn2nncc2CO[C@@H]1CN(C)S(=O)(=O)c1ccc(F)cc1	-13	-7	4	-24	-15	-10	0	-8	4	-19	-20
CC1CCN(C(=O)CN(CCc2ccccc2)S(C)(=O)=O)CC1	-4	12	-2	6	13	-14	-20	-3	5	-1	2
COc1ccccc1NC(=O)c1nnn(CC(=O)Nc2cccc(SC)c2)c1N	4	-26	8	1	-15	-2	1	8	-5	-6	4
COc1ccc(N2CCN(C(=O)COC(=O)CCc3ccccc3OC)CC2)cc1	-16	0	11	-7	16	-21	6	-7	-3	-17	-4
O=C(NCc1ccc(Cl)cc1)c1ccccc1Oc1ccccc1	13	2	-6	-6	-6	9	8	6	3	2	-7
CC(=O)c1ccc(NC(=O)CSc2nnc(-c3ccncc3)o2)cc1	-4	-11	1	-27	2	8	-3	-11	-1	-9	-20
COc1ccc(C(c2sc3nc(C)nn3c2O)N2CC(C)OC(C)C2)cc1OC (stereo unspecified)	6	16	-6	13	-8	-8	-6	3	0	-4	9
COc1ccc(NC(=O)CCCn2c(=S)[nH]c3ccccc3c2=O)cc1	-29	7	-2	3	0	-2	7	16	-11	5	-5
COc1ccccc1/C=C/C(=O)OCC(=O)c1c(N)n(C)c(=O)n(C)c1=O	11	14	2	-11	-4	-20	-6	-3	0	-1	1
Cc1ccc(C(=O)NCC(=O)NC2CCCCCC2)cc1	10	1	-6	-23	-12	3	4	2	-3	-2	12
C=CCn1c(SCC(=O)Nc2cc(C)c(Cl)cc2OC)nnc1-c1ccco1	1	16	20	17	-9	-7	-3	-3	7	0	-5
CCN(CCn1cccn1)C(=O)CCc1nnc(-c2ccc3c(c2)OCO3)o1	-24	5	-20	-17	-5	10	6	-4	0	-2	-46
CSc1ccc(/C=N/n2c(C)nc3ccccc3c2=O)cc1	-22	-9	8	-46	-21	-2	6	13	-4	-20	-12
COc1ccccc1NC(=O)CCC(=O)OC(C)C(=O)c1ccccc1 (stereo unspecified)	3	5	14	-10	-20	-9	4	12	-3	24	-17
Cc1ccc(NC(=O)NNC(=O)c2ccccc2)cc1	-9	-20	15	-15	-20	-4	2	-14	2	-10	-2
C=C(C(=O)c1ccccc1)C(c1ccccc1)C(C)C(=O)c1ccccc1 (stereo unspecified)	38	28	-13	-14	5	0	-21	23	-45	51*	14
O=C(Nc1ccccc1C(F)(F)F)N1CCN(c2ccccn2)CC1	3	9	3	1	1	-2	5	-7	0	-2	-15
CN(C)CCNc1oc(COc2ccc(Cl)cc2Cl)nc1C#N	-15	-3	2	15	-7	3	-3	-9	-10	-13	-31
CCCc1nnc(NC(=O)Cn2c(=O)sc3ccccc32)s1	-18	11	3	21	-1	-1	3	-32	-5	4	-4

4 entries drawn at random from the list so far:
SMILES	SRC2 inh	SRC3 inh	KKLEB tox	TROY NFkB inh	LRH-1 inv ag	CF NFkB block	COUP-TFII inh	TRAIL sens C8	EBV LMP1 NFkB	TWEAK-Fn14 inh	SRC1 inh
Cc1cc(C)c(S(=O)(=O)N2CCOCC2)cc1NS(=O)(=O)c1cc(OCC(N)=O)c(C)cc1Cl	1	18	10	0	19	-2	8	0	-3	-8	16
O=C(CSc1ncn[nH]1)c1ccc(OC(F)F)cc1	-20	5	6	-5	-13	-8	1	-4	3	6	-5
O=C(Cn1cc2c(n1)CCCC2)NCCCN1CCN(C2CCCCC2)CC1	-7	6	16	-3	9	1	-7	-7	0	-5	-44
Cc1cc(Br)c2[nH]c3c(c2c1)CCCC3=O	-3	4	-4	-35	0	14	-25	-4	6	-4	-35

Next compounds:
SMILES	SRC2 inh	SRC3 inh	KKLEB tox	TROY NFkB inh	LRH-1 inv ag	CF NFkB block	COUP-TFII inh	TRAIL sens C8	EBV LMP1 NFkB	TWEAK-Fn14 inh	SRC1 inh
CCN1CCN(C(=O)C2CCCN(S(=O)(=O)c3cc(Cl)ccc3Cl)C2)CC1 (stereo unspecified)	12	-18	16	20	4	-38	26	5	-8	-6	-23
CCOC(=O)Cn1c(CN2CCOCC2)nc2c1c(=O)n(C)c(=O)n2C	0	2	-4	-2	0	7	-3	-6	-6	-8	-8
C[C@H](O)[C@@H]1C(=O)N2CCc3ccc(-c4ccccc4)cc3[C@@H]2C[C@@H]1N(C)C(=O)c1ccco1	5	-3	13	-5	-5	-22	-10	-1	-11	17	0
COc1cccc(CNC(=O)c2cnc(-c3ccccn3)nc2C(F)(F)F)c1	-8	10	-4	3	-20	2	-26	27	-11	0	-7
CCc1n[nH]c(=S)n1/N=C/C(C)=C\c1ccccc1	-4	6	0	-7	-11	24	-8	4	-4	-6	2

Source: PubChem
